TrxR1 inh: rat TrxR1 inhibition. O89049. recombinant rTrxR1, NADPH fluorescence consumption, selenite substrate. Potency, µM (titrated, usually from 114 µM), inactives show at the highest dose activity change, negative = inhibition, usual class: inhibitors. 390,000 tested, 1% active. AID 588453; further: on the % scale 0 is the no-effect control and ±100 the full control effect; nearly all actives have a fitted effect of over 65% in size
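Rat TrxR1 (90 nM in the dispensed reagent) was pre-reduced with 400 uM NADPH for 5 min at room temperature, then incubated with compound for 15 min. After 400 uM selenite was added, NADPH fluorescence (Ex 340/Em 450 nm) was followed for 8 min.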
TrxR1 substrate: substrates of rat thioredoxin reductase 1; O89049; purified TrxR1 substrate turnover, NADPH consumption readout; Potency, µM (top dose mostly 114 µM), inactives show top-dose activity change, negative = substrate turnover; 390,000 tested, 0.01% active; further: on the % scale 0 is the no-effect control and ±100 the full control effect; nearly all actives have a fitted effect of over 50% in size
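Rat TrxR1, dispensed at 90 nM, was prereduced with 400 uM NADPH (final) for 5 min at ~22 deg C, then incubated with compound 15 min before 400 uM selenite. A first-read NADPH fluorescence drop versus no-compound background flagged substrates.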
Vif-A3F inh: Vif-A3F binding inhibition; HeLa A3F-eYFP + Vif (tagged APOBEC3F with the HIV-1 protein that degrades it), YFP fluorescence increase; Potency, µM (highest dose often 46.1 µM), for inactives: at the highest dose activity, negative = active; 390,000 tested, 0.2% active; further: % of control where 0% means no effect; nearly all actives have a fitted effect of over 65% in size
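Fluorescence increase (Ex 488/Em 500-530) after overnight compound treatment at 37 deg C flags inhibition of Vif-driven A3F-eYFP loss in stable HeLa A3F-eYFP/Vif cells seeded overnight beforehand.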
USP1-UAF1 inh: inhibitors of human USP1/UAF1 deubiquitinase | O94782 | recombinant USP1/UAF1, Ub-Rhodamine cleavage fluorescence | Potency, µM (titrated, usually from 57.1 µM), without a hit: at the highest dose activity change, negative = inhibition, most hits filed as inhibitors | 390,000 tested, 0.23% active | AID 743255; further: on the % scale 0 is the no-effect control and ±100 the full control effect; nearly all actives have a fitted effect of over 60% in size; inactives centre near -12
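In this screen, compounds sit with the deubiquitinase complex (1nM) for 15 min at room temperature before Ub-Rho is added at 150nM final. Fluorescence rise is then followed for 6 reads every 60 seconds.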
RGS4 inhibitor: inhibitors of human regulator of G protein signaling 4 | Transcreener GDP fluorescence polarization, RGS4-accelerated GTP hydrolysis | Potency, µM (series often up to 114 µM), inactives show at the top dose activity change, negative = inhibition, most hits filed as inhibitors | 390,000 tested, 0.039% active | P49798; further: on the % scale 0 is the no-effect control and ±100 the full control effect; nearly all actives have a fitted effect of over 75% in size; some results filed as inactive show a strong effect at the top dose
Target sequence (P49798 whole entry, looked up): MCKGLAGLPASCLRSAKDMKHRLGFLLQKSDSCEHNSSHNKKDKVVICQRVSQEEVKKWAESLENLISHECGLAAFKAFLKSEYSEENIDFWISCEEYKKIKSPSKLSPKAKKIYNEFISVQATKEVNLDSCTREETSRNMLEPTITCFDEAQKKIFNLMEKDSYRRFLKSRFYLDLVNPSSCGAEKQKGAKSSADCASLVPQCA
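MLSMR compounds (23 nl, pin-transferred) preincubated 10 min at room temperature with a 500nM (2x) first reagent, then RGS4 at 900nM (2x) plus Transcreener GDP mix added; fluorescence polarization (620/688 nm) read before and after 90 min at 30 °C.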
mIDH1 inhibitor: human IDH1 R132H inhibition; IDH1-R132H enzyme, NADPH consumption, diaphorase/resazurin fluorescence; Potency, µM (series often up to 76.6 µM), for the others: at the top dose activity change, negative = inhibition, actives largely listed as inhibitors; 390,000 tested, 0.093% active; O75874; further: on the % scale 0 is the no-effect control and ±100 the full control effect; nearly all actives have a fitted effect of over 65% in size
Target sequence (O75874 whole entry R132H, stated change not applied): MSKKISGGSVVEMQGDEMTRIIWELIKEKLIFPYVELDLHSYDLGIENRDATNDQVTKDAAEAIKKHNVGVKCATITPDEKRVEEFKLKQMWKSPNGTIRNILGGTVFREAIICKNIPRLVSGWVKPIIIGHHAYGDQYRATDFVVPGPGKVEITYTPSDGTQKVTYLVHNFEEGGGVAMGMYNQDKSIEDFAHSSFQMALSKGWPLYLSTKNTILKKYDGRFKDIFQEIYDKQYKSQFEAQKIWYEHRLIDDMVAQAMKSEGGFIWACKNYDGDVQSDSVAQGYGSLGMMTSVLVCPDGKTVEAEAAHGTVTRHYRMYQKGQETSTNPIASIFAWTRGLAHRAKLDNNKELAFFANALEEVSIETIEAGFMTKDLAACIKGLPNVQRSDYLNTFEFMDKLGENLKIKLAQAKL
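IDH1-R132H (0.5 ug/mL) preincubated 30 min with compound, then NADPH (0.016 mM) and alpha-KG (2 mM) added; 80 min at RT, pH 7.5. Remaining NADPH coupled via diaphorase/resazurin to fluorescence (540/590 nm); concentration-response curves normalized to no-enzyme control.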
12-LOX inh: ALOX12 (human) lipoxygenase inhibition; P18054; purified 12hLO, xylenol orange hydroperoxide absorbance; Potency, µM (titrated, usually from 108 µM), inactives show at the highest dose activity change, negative = inhibition, hits mostly inhibitors; 580,000 tested, 1.1% active; AID 1671190; further: on the % scale 0 is the no-effect control and ±100 the full control effect
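Purified human 12hLO (150 nM final) in 25 mM Hepes, 0.01% Triton X-100, pH 7.0 was preincubated 15 min at room temperature with compound. Then 40 uM arachidonic acid was added, 30 min. Hydroperoxide was read by Fe-XO absorbance ratio 573/405 nm.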
RXFP1 ag: activates the human relaxin receptor RXFP1; 370,000 tested, 0.3% active; Potency, µM (highest dose often 57.5 µM), inactives show at the top dose activation, usual class: activators; AID 2676; Q9HBX9; HEK293T-RXFP1 cAMP TR-FRET, 30 min; response scale: percent of porcine relaxin response, buffer zero; further: on the % scale 0 is the no-effect control and ±100 the full control effect; nearly all actives have a fitted effect of over 60% in size; many of its hits are not listed in these tables
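Agonist response is measured as cAMP accumulation in an RXFP1-transfected HEK293T line under PDE4 inhibition. Values are scaled between buffer-only and 29 nM porcine relaxin, and EC50s come from standard Hill equation fits.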
Vif-A3G inh: inhibitors of Vif-APOBEC3G interaction. HeLa A3G-eYFP + Vif (tagged APOBEC3G with the HIV-1 protein that degrades it), YFP fluorescence, overnight. Potency, µM (doses to about 46.1 µM), inactives show at the highest dose activity, negative = active, most hits filed as inhibitors. 410,000 tested, 0.076% active;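 further: on the % scale 0 is the no-effect control and ±100 the full control effect; nearly all actives have a fitted effect of over 60% in size; hits raise eYFP signal because A3G escapes Vif-driven loss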
Target sequence (Q9HC16 whole entry, looked up): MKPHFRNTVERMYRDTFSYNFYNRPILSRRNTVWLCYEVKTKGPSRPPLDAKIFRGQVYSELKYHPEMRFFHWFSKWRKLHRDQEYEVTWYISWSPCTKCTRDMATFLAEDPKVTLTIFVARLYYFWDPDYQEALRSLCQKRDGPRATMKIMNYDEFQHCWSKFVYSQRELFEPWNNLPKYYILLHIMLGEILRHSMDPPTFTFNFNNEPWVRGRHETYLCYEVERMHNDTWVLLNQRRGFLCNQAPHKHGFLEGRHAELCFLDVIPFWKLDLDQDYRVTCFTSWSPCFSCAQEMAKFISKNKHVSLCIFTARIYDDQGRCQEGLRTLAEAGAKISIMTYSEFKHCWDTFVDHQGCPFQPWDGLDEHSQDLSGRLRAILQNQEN
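Read-out is eYFP fluorescence (Ex 488/Em 500-530) from Vif-expressing HeLa A3G-eYFP cells; more signal means A3G escaped Vif-mediated degradation. Cells plated overnight, compound pinned in, incubated overnight at 37 deg C.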
The depositor's hits bear a star; ? = inconclusive; nt = no result given; & = joins results of further samples; [ ] = dose if it differs, or a comment. The call rests on the fitted dose curve; in most records, active means well fitted curve in the direction sought with a large enough effect; inconclusive means small, poorly fitted or top-dose-only effect, or another doubt; inactive means no such curve, though single readings can be large; an effect the other way counts as inactive or inconclusive. Potency means the concentration at half of the fitted maximal effect. Not all compounds are listed (hit frequency here may not be typical).

Under each structure: TrxR1 inh | TrxR1 substrate | Vif-A3F inh | USP1-UAF1 inh | RGS4 inhibitor | mIDH1 inhibitor | 12-LOX inh | RXFP1 ag | Vif-A3G inh
- CCOC(=O)N1CCN(CCC(=O)Nc2cccc(F)c2)CC1
  20.8% | 9.2% | 0.0% | 2.2% | -3.4% | -13.6% | -6.1% | -2.5% | -0.2%
- O=C(Nc1ccc(S(=O)(=O)N2CCCC2)cc1)Nc1ccc(F)cc1F
  21.2% | 0.9% | -3.5% | -21.9% | 6.6% | -22.3% | 339.6%[activator] | nt | -3.3%
- CCCC(C(=O)NCc1ccccc1)N(C(=O)Cn1nnc(-c2cccs2)n1)c1ccc2c(c1)OCCO2 (stereo not given)
  -5.7% | -8.2% | 4.6% | -2.9% | -25.3% | 0.6% | 0.0% | 0.9% | 1.5%
- CCOc1ccc(NC(=O)c2cc(S(=O)(=O)N3CCOCC3)ccc2F)cc1
  25.2%[57.1 µM] | 3.9%[57.1 µM] | 1.0% | -23.1% | -5.9% | -1.8% | ? | 1.9% | 3.1%
- COc1ccc(CNC(=O)CS(=O)Cc2nc(-c3ccc(OC)c(OC)c3)oc2C)cc1 (stereo not given)
  -18.5%&-7.0% | 8.0%&10.0% | 4.3%&2.0% | -12.3%&-24.9% | -1.2%&-23.3% | 0.4%&12.0% | -1.9%&-7.6% | 0.5%&-2.0% | 0.1%&1.1%
- Cc1nc2c(C)cccc2cc1C(=O)N/N=C/c1ccc(O)cc1
  -1.0% | -6.9% | 0.7% | -10.8% | 8.7% | 7.3% | -10.2% | 2.2% | ?
- CCOC(=O)c1c(NC(=O)CSc2nnc(CNC(=O)c3ccco3)n2C)sc2c1CCC2
  ? | -2.8% | 1.3% | 2.4% | 6.8% | 1.8% | 8.6% | 0.3% | -1.3%
- CC(C)C(=O)Nc1ccc2nc(SCC(=O)N3CCCC3)sc2c1
  13.5% | -3.2% | 0.4% | -8.2% | -8.4% | -10.3% | 0.0% | 1.0% | -1.8%
- COc1ccc(NC2CC(=O)N(c3cc([N+](=O)[O-])ccc3C)C2=O)cc1 (stereo not given)
  -9.4%[57.1 µM] | 4.8%[57.1 µM] | 1.8% | -15.5% | 5.0% | -4.1% | -16.6% | 0.1% | 2.2%
- COc1ccc(NC(=O)CSc2nnc(-c3cccnc3)o2)c(OC)c1
  22.7% | -3.2% | -14.8% | -13.6% | -36.9% | 9.0% | -0.7% | 0.1% | 0.1%
- CN(Cc1ccc(Cl)cc1)C(=O)c1ccc(S(=O)(=O)NCc2ccco2)cc1
  -6.6% | 1.1% | 1.1% | -4.8% | -8.0% | 1.8% | ? | -0.1% | -1.9%
- COc1ccc(C(=S)N2CCCCC2)cc1Br
  20.9%[57.1 µM] | 2.0% | 5.6% | -6.9% | -30.1% | -2.6% | -14.1% | 2.0% | 2.2%
- C/C(=N\NS(=O)(=O)c1cccc([N+](=O)[O-])c1)c1cc2ccccc2o1
  -4.6% | -6.4% | -0.3% | -7.2% | 2.1% | 3.4% | ? | -0.7% | 1.0%
- CCC(Oc1ccccc1)C(=O)OCC(=O)N(CC)c1c(N)n(Cc2ccccc2)c(=O)[nH]c1=O (stereo not given)
  -11.7% | -11.9% | -0.8% | -3.2% | 12.6% | 6.2% | 4.8% | 0.5% | -0.4%
- CC1CC(C)CN(S(=O)(=O)c2ccc(NC(=O)C3CSC4(C)CCC(=O)N34)cc2)C1 (stereo not given)
  -7.4% | -15.5% | -10.0% | -20.8% | ? | 0.2% | -0.3% | 2.2% | 0.3%
- CC(=O)Oc1ccc(C(=O)Nc2ccccc2C(=O)N2CCCCC2)cc1
  22.8% | 1.1% | -9.4% | -8.8% | -4.2% | -2.8% | 7.8% | 0.2% | 0.0%
- Cc1ccc(S(=O)(=O)N(C)c2ccc(C(=O)NCc3cccnc3)cc2)cc1
  10.2% | -6.7% | -17.3% | -4.1% | 27.2% | -5.1% | 0.0% | -1.7% | -0.5%
- CNS(=O)(=O)c1cccc(C(=O)OCC(=O)c2ccc(S(=O)(=O)N3CCCCC3)cc2)c1
  -7.5% | -6.4% | -5.4% | -10.7% | 2.2% | -8.7% | 0.3% | -0.8% | 3.3%
- CC(=O)Nc1cccc(NC(=O)CSc2ccc(-c3cccnc3)nn2)c1
  11.7%[57.1 µM] | 5.3% | 3.2% | -17.0% | -7.2% | -4.3% | -5.7% | 7.2% | -6.7%
- O=C(c1ccccc1)c1c[nH]c(C(=O)NCCCN2CCOCC2)c1
  -13.5% | -5.1% | 2.6% | -26.3% | -8.9% | -2.1% | -19.9% | -0.4% | -1.5%
- Cc1ccc(C(=O)Nc2c(-c3cccs3)nc3cc(C)ccn23)cc1
  19.2% | 8.7% | -0.8% | -14.2% | 2.9% | 3.1% | -4.6% | -0.1% | 4.7%
- COc1cc(C(=O)NC(CCSC)C(=O)OCC(=O)C(C)(C)C)cc(OC)c1OC (stereo not given)
  54.1%[activator] | 11.9% | -1.1% | -11.7% | 15.4% | -3.9% | 9.2% | -0.5% | 0.3%
- CC(C)(C)c1ccc(C(=O)Nc2ccc(Cl)cc2)cc1
  3.4% | -10.9% | -35.4% | -0.7% | 35.3% | -4.5% | 7.7% | 5.6% | 0.8%
- COC(=O)c1ccccc1NC(=O)COc1ccc2c(c1)OCO2
  -0.3% | -3.0% | 2.5% | -17.7% | 8.7% | 3.7% | 10.0% | 9.7% | -1.4%
- Cc1cc(-c2csc(NC(=O)c3ccc(S(=O)(=O)N(C)C)cc3)n2)c(C)n1-c1ccccc1
  -4.9% | -7.0% | -10.1% | -21.2% | -14.6% | 4.4% | -20.8% | 1.3% | 0.1%
- CC(=O)C1=C(O)C(=O)N(CO)C1c1ccccc1F (stereo not given)
  -22.3% | -4.8% | 2.9% | -7.4% | 1.8% | -0.9% | -19.0%[57.4 µM] | 0.6% | -1.7%
- CCO[C@H]1OC(C(N)=O)=C[C@@H](C(C)(C)C)[C@@H]1CCCO
  21.3% | 3.2% | 6.3% | -9.8% | 0.8% | 0.3% | 22.6% | nt | -0.9%
- CCOC(=O)c1ccc(N(CCC2CO2)S(=O)(=O)c2ccc(C)cc2)cc1 (stereo not given)
  2.3%[11.4 µM] | 14.7%[57.1 µM] | -3.7% | -2.6% | -19.0% | 1.3% | ? | nt | 2.4%
- COc1ccccc1-c1oc2ccccc2c1C#CCCCCO
  59.4%[activator][57.1 µM] | 87.4%[activator][57.1 µM] | -9.5% | ? | -11.2% | 8.4% | ? | 2.8% | -1.7%
- COC(=O)C1=C(N)Oc2cc(C)[nH]c(=O)c2C1c1ccccc1OC (stereo not given)
  0.2% | 2.1% | -8.3% | 2.6% | -8.2% | -6.9% | -5.9% | 0.3% | -4.7%

A portion taken from the entries so far, as a working copy:
Under each structure: TrxR1 inh | TrxR1 substrate | Vif-A3F inh | USP1-UAF1 inh | RGS4 inhibitor | mIDH1 inhibitor | 12-LOX inh | RXFP1 ag | Vif-A3G inh
- CCOC(=O)N1CCN(CCC(=O)Nc2cccc(F)c2)CC1
  20.8% | 9.2% | 0.0% | 2.2% | -3.4% | -13.6% | -6.1% | -2.5% | -0.2%
- O=C(Nc1ccc(S(=O)(=O)N2CCCC2)cc1)Nc1ccc(F)cc1F
  21.2% | 0.9% | -3.5% | -21.9% | 6.6% | -22.3% | 339.6%[activator] | nt | -3.3%
- CCCC(C(=O)NCc1ccccc1)N(C(=O)Cn1nnc(-c2cccs2)n1)c1ccc2c(c1)OCCO2 (stereo not given)
  -5.7% | -8.2% | 4.6% | -2.9% | -25.3% | 0.6% | 0.0% | 0.9% | 1.5%

The list goes on.
Under each structure: TrxR1 inh | TrxR1 substrate | Vif-A3F inh | USP1-UAF1 inh | RGS4 inhibitor | mIDH1 inhibitor | 12-LOX inh | RXFP1 ag | Vif-A3G inh
- CCOC(=O)CSc1nc2cc3c(cc2c(=O)n1CCCC(=O)NCCc1ccc(OC)c(OC)c1)OCO3
  14.5%[57.1 µM] | 4.8%[57.1 µM] | 7.0% | -9.4% | 3.9% | 14.5% | ? | 4.6% | 2.1%
- COc1ccc(OC)c(S(=O)(=O)N2Cc3ccccc3CC2C(=O)O)c1 (stereo not given)
  19.1% | 4.8% | 1.9% | 5.0% | 13.0% | 6.8% | -5.1% | -0.7% | 1.2%
- CCC(=O)Nc1ccccc1-c1nc2ccccc2n(C(C)C(=O)Nc2ccc(OC)cc2)c1=O (stereo not given)
  -5.3% | 7.1% | ? | -25.7% | 9.1% | 21.0% | -26.5% | -1.6% | ?
- CN(C)S(=O)(=O)Oc1ccccc1C(=O)Nc1cccc(C(F)(F)F)c1
  17.5%[57.1 µM] | 10.5%[57.1 µM] | -7.9% | -24.6% | 5.1%[11.4 µM] | 4.0% | 0.0% | 1.9% | -1.0%
- Cc1ccc2c(c1)C(c1ccc(O)cc1)(c1ccc(O)cc1)C(=O)N2C
  5.1%[57.1 µM] | 6.9%[57.1 µM] | 3.2% | -5.8% | 10.9% | -0.9% | 4.2% | 0.9% | -0.1%
- COc1ccc(/C=C(/C#N)c2nc(-c3ccc(Br)cc3)cs2)cc1
  -19.4% | ? | -4.7% | -8.5% | -15.3% | -29.5% | -18.2% | -2.7% | 0.6%

Assay outcomes from PubChem.
